LEDGF integ inh – blocks HIV-1 LEDGF/p75-dependent DNA integration; TR-FRET IN-LEDGF/p75 DNA integration, Eu/Cy5; inhibition, % at 3.7 µM; AID 743269; 370,000 compounds, 0.64% hits;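 active = inhibition above the screen-wide mean plus 3 SD, cut at about 13% in these data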;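 also: signal is the Cy5 over europium emission ratio at 671 and 618 nm; 0% = plate median of compound wells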
PRMT1 FP inh – blocks human protein arginine methyltransferase 1 | inhibition, % at 2.79 µM | AID 652257 | recombinant PRMT1, activity-based probe fluorescence polarization | 370,000 compounds, 1.3% hits | Q99873;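 active = inhibition above about 21% made by adding two undisclosed values, limit read from the data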
Target sequence (Q99873 whole entry, looked up): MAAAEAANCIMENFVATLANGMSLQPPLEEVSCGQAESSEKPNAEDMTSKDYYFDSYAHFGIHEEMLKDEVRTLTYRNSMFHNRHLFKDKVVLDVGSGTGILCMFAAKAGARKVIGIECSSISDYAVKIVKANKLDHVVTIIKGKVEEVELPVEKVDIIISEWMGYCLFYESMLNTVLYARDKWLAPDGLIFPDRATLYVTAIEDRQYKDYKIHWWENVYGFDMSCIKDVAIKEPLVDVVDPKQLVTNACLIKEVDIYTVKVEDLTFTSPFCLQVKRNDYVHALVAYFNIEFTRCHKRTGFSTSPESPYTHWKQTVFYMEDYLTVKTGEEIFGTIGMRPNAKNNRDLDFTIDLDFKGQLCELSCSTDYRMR
DDE Tn7 FP inh – disrupts Tn7 cyclic peptide binding to fibrin D-Dimer-E complex; AID 720508; inhibition, % at 8.3 µM; P02675; FP displacement of FITC-Tn7 peptide from fibrin DD(E); 0% = median of compound wells per plate; 370,000 compounds, 0.13% hits;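 active = inhibition above the mean of compounds falling within the control limits plus 3 SD of them, cut at about 14% in these data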;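 also: 0% = plate median of compound wells and 100% = 10 µM Aha-Tn7 peptide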
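Test system: human clot-derived fibrin DD(E) complex / Quantity: 2 µM final DD(E) protein / Incubation: 10 min plus 3 h, room temperature / Measured by: fluorescence polarization / Benchmarks: high control of 10 µM Aha-Tn7 peptide / Replicates: singlicate testing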
DDE Tn6 FP inh – DD(E)-Tn6 binding inhibition, primary FP screen. AID 720509. Fibrin DD(E) TRITC-Tn6 fluorescence polarization displacement. inhibition, % at 8.3 µM. 370,000 compounds, 0.21% hits. P02675;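 active = inhibition above a per-campaign cutoff: mean of compounds within control limits plus 3 SD, cut at about 15% in these data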;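 also: 0% = median of all compound wells on the plate and 100% = blocking peptide control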
UHRF1 binding – human UHRF1 methylated DNA binding inhibitors | AID 687016 | 370,000 compounds, 0.75% hits | UHRF1 binding to methylated oligo, TR-FRET | inhibition, % at 4.4 µM; in the data active = inhibition above about 21%;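 also: UHRF1 SRA domain binding a hemimethylated CpG hairpin DNA probe; 0% = median of test compound wells and 100% = reference inhibitor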
MBD2 DNA inh – blocks human MBD2 binding to methylated DNA; TR-FRET, MBD2 binding to methylated oligonucleotide; 370,000 compounds, 0.31% hits; AID 686964; inhibition, % at 4.4 µM; in the data active = inhibition above about 13%
Target sequence (Q9UBB5 whole entry, looked up): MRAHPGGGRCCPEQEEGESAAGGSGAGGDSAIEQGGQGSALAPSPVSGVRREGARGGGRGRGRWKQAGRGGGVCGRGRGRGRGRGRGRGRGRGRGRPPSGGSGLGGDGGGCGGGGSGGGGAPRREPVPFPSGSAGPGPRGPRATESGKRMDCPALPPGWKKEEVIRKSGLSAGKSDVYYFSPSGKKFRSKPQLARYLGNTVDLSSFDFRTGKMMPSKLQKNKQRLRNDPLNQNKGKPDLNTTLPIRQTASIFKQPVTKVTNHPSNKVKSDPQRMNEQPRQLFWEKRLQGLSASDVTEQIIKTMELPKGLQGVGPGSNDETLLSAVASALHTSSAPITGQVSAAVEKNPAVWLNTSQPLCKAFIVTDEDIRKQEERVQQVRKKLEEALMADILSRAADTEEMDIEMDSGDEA
TDP2 inh – TDP2 (human) inhibition, absorbance primary screen; O95551; recombinant TDP2, T5PNP hydrolysis, p-nitrophenol absorbance 415 nm; inhibition, % at 12.8 µM; 370,000 compounds, 0.34% hits; AID 720702;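 active = inhibition above the mean of all tested compounds plus 3 SD, set per campaign, cut at about 25% in these data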;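 also: 0% = DMSO with enzyme and 100% = buffer with substrate but no TDP2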
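System: recombinant human TDP2 / Amount: 120 nM TDP2 per well / Also added: 5 mM T5PNP chromogenic substrate / Doses: 12.8 µM single point, 1% DMSO / Incubation: 2 h at 37 °C / Detection: p-Nitrophenol epi absorbance / Evaluation: % inhibition relative to enzyme-containing and enzyme-free wells / Repeats: singlicate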
TCR-CD3 inh – blocks the human TCR-CD3 interaction; TAMRA-labeled TCR probe fluorescence, biochemical; inhibition, % at 9.4 µM; 360,000 compounds, 0.37% hits; in the data active = inhibition above about 19%;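 also: recombinant mutant TCR 2C K166C tagged with TAMRA read by polarization; 0% = receptor in buffer alone and 100% = receptor with positive control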
proKLK7 act – proKLK7 (human) activation, primary screen; purified proKLK7, EDANS-DABCYL substrate fluorescence; 100% is mature enzyme control, 0% vehicle; activation, % at 7 µM; 370,000 compounds, 0.9% hits; AID 652039;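 active = activation above the mean of all tested compounds plus 3 SD, computed per campaign excluding outliers beyond control limits, cut at about 13% in these data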
Target sequence (P49862 whole entry, looked up): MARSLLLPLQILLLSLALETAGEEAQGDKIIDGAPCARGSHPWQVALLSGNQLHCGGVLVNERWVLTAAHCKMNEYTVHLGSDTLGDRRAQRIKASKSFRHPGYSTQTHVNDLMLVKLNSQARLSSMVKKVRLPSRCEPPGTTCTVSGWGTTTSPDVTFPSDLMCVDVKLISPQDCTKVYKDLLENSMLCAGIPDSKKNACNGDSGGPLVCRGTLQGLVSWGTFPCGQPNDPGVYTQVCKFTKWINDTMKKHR
SIAE primary – human SIAE inhibition, primary screen | inhibition, % at 9.66 µM | AID 1053197 | Q9HAT2 | SIAE FP-Rh probe binding, fluorescence polarization | 370,000 compounds, 0.69% hits;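 active = inhibition above a cutoff: mean of compounds within the control limits plus 3 SD of those, cut at about 17% in these data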;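 also: 0% = plate median of compound wells and 100% = probe without SIAE protein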
* hit, by the source's call; . = no result given.

molecule	LEDGF integ inh	PRMT1 FP inh	DDE Tn7 FP inh	DDE Tn6 FP inh	UHRF1 binding	MBD2 DNA inh	TDP2 inh	TCR-CD3 inh	proKLK7 act	SIAE primary
O=[N+]([O-])c1nn(-c2ccc3c(c2)OCCO3)n(O)c1=NC1CCN(Cc2ccccc2)CC1	5	-7	-6	-1	-3	0	0	-5	-0.5	8
O=C(CSc1nc(-c2ccncc2)nn1CC(=O)N1CCCCC1)NC1CCCC1	-1	-1	5	0	1	6	1	-2	-0.8	-5
CCCS(=O)(=O)N1CCCC(C(=O)Oc2ccccc2Cl)C1 (configuration not stated)	1	-1	-6	1	1	6	8	2	0.2	9
Cc1ccc(NC(=O)Cn2c(=O)c3cccn3c3ccccc32)cc1	0	-6	-6	1	-2	8	-1	4	0.1	-5
COc1ccc(-c2nnc3sc(CN4C(=O)c5ccccc5C4=O)nn23)cc1	0	2	0	-12	-1	-2	0	-8	0.2	-4
COc1ccc(C2C(C(C)=O)=C(O)C(=O)N2Cc2cccnc2)cc1 (configuration not stated)	-2	-4	4	-2	-8	1	6	-2	0.6	-1
O=C(Nc1cccc([N+](=O)[O-])c1)C1C2CC/C=C\CCC21 (configuration not stated)	-1	0	6	3	-1	5	-2	0	0.4	-4
COC(=O)c1ccccc1NC(=O)C1CCCCC1C(=O)O (configuration not stated)	-2	0	1	-1	2	1	-7	5	-1.5	0
C[C@@H]1CN([C@@H](C)CO)C(=O)c2cc(Br)cnc2O[C@H]1CN(C)C(=O)c1ccc2c(c1)OCO2	-1	2	3	-1	0	0	2	-2	-0.6	9
Cn1cnc([N+](=O)[O-])c1C(=O)Nc1cccc([N+](=O)[O-])c1	-3	-1	-7	5	1	-7	11	0	0.0	2
CC(C)(C)c1ccc(NC(=O)COC(=O)C2(C)CC2(Cl)Cl)cc1 (configuration not stated)	1	3	-1	1	-1	-2	7	2	-0.1	-14
CC1(C)OC(C)(C)/C(=C\c2ccc(OCC(N)=O)cc2)C1=O	3	-3	5	6	-2	1	4	1	-0.1	-4
COC(=O)/C=C1\OC(C2CC2)c2ccccc21 (configuration not stated)	2	-3	0	-2	0	2	-3	7	-2.9	3
COc1cc2c(=O)n(CCC(=O)NCC3CCCO3)c(=O)n(CC(=O)Nc3ccc(C)cc3)c2cc1OC (configuration not stated)	-3	0	5	5	1	-2	6	-4	0.5	-4
CC(=O)c1cc2c(cc1NC(=O)CCCC(=O)O)OCO2	1	2	-1	0	2	7	-2	-5	2.1	-1
CC1(C(=O)N(c2ccccc2)C(C(=O)NC2CCCC2)c2ccccn2)CC(=O)N=C2C=CC=CN21 (configuration not stated)	-1	3	0	3	1	0	-14	-11	5.3	-6
CC1(C)Cc2c(sc3c2c(=N)n(Cc2ccco2)c(=O)n3Cc2ccc(F)cc2)CO1	5	0	-2	-2	-1	-5	-6	4	-0.7	-8
Cc1csc(SCC(=O)NCc2ccc3c(c2)OCO3)n1	1	-1	2	6	-2	1	0	-1	-0.6	1
O=S1(=O)CCN2C=Nc3sc4c(c3C2=N1)CCCC4	0	-2	-1	-1	7	2	2	-3	0.6	-2
C[C@H]1COc2cc(F)ccc2S(=O)(=O)N1C	-2	2	-7	3	-1	-2	0	.	-0.8	-2
CC(C)(C)C(=O)NC1CCCCN(Cc2cccc(C(F)(F)F)c2)C1=O (configuration not stated)	0	3	0	6	-1	2	0	.	0.4	4
CNc1nc(N)nc(-c2cc(Cl)ccc2OC)n1	1	-2	-5	-11	-5	2	7	3	-0.3	11
CC(=O)c1c(N)c(C#N)c(C)n1-c1ccc(Br)cc1	-2	-1	1	-7	-2	0	-5	2	-0.7	1
Clc1ccc(Sc2ccc(/C=N/n3cnnc3)o2)cc1	2	-2	-8	5	-2	1	10	2	-0.1	0
COc1ccc(NC(=O)CSc2nc3[nH]ncc3c(=O)n2-c2ccccc2C)cc1OC	1	-4	3	-7	-1	0	7	-2	-0.1	-1
O=S(=O)(c1cc(F)ccc1F)N1CCN(c2ncnc3ccccc23)CC1	-4	1	3	14	3	-2	-8	-1	0.6	2
Cc1cc(C)c(S(=O)(=O)N(CC(=O)N2CCCC2)C2CCCCC2)c(C)c1	0	-1	2	-9	-2	-2	6	0	-0.1	3
CNC[C@H](O)c1ccc(O)c(O)c1	18*	19	-3	-3	6	1	11	13	9.1	12
COC(=O)c1cc(Cl)cc(Cl)c1OS(=O)(=O)N(C)C	-3	-2	1	7	1	3	1	6	0.1	-4
Nn1c(C2CCC2)nc2cc(Cl)ccc2c1=O	-4	1	7	6	1	5	-1	-5	0.0	5
O=C(COC(=O)c1ccc(O)cc1)NC1CCCCCC1	5	-4	13	-3	0	-7	1	-3	-0.4	7
CN(Cc1ccccc1F)C(=O)C1CCCN(c2ncccn2)C1 (configuration not stated)	0	0	12	-5	1	5	6	.	0.4	-7
Fc1ccc(C2N(c3ccccc3)C(=S)N3CCCN23)cc1 (configuration not stated)	3	1	-9	-4	4	-3	-20	-6	-0.2	-2
C[C@@H]1CCN(C2CC2)S(=O)(=O)c2c(cccc2N2CCC[C@@H]2CO)O1	4	-4	-5	3	-4	0	-5	.	0.1	0
Cc1cc(C(=O)C(=O)N(C)C)c(C)n1-c1ccc(Cl)cc1	2	-2	-5	7	3	-4	3	6	-0.5	6
COC(=O)[C@@]12CCCCN1[C@H](c1ccc(-c3ccc(OC)cc3)cc1)[C@H]1C(=O)N(C)C(=O)[C@H]12	5	0	2	6	0	-1	-7	7	0.1	-4
CCOC(=O)c1cc(-c2ccc(N3CCOCC3)cc2)nn1-c1ccccc1C(=O)O	0	0	0	1	20	23*	-1	15	-0.4	-3
Cc1nc2ccc(C(=O)N3CCN(C(=O)C(Cl)Cl)CC3)cc2n1C1CCCC1	0	3	1	-2	-1	0	-2	.	-0.2	2
CCCCn1nnnc1C(c1cc2ccccc2o1)N(CCC#N)Cc1ccccc1 (configuration not stated)	-2	2	6	10	14	5	-4	-4	-0.2	-8
CCC1CN(C(=O)NCc2ccc(F)cc2)c2cc(Cl)ccc2O1 (configuration not stated)	-5	2	3	9	-1	3	3	5	0.2	0
O=C(CN1CCCCCC1)Nc1ccccc1	5	-1	-2	-3	1	-5	6	-2	0.1	6
CCC[C@H]1[C@@H](O)CC[C@@]23CCCN2C(=O)CCC[C@@H]13	4	4	2	5	0	0	5	.	.	-4
Cc1nc2cc(NC(=O)C3COc4ccccc4O3)ccc2s1 (configuration not stated)	2	-4	-4	-3	13	4	7	2	0.4	3
O=C(CCc1n[nH]c(=O)[nH]c1=O)N/N=C/c1ccco1	15*	1	1	5	8	4	13	10	0.2	1
COc1ccc2c(C)cc(=S)[nH]c2c1	-2	10	7	0	-9	-3	5	-4	-0.9	1
Cc1ccc(C)c2[nH]c(=O)c(CCNC(=O)c3ccc4c(c3)OCO4)cc12	-2	1	3	2	2	-4	4	0	-0.6	-2
O=C(Cc1c[nH]c2ccccc12)Nc1ccc(Nc2ccncc2)cc1	1	0	2	-5	-2	-2	1	-1	-0.4	15
COc1cccc(OC)c1C(=O)NC(=S)N1CCOCC1	-5	4	-3	-5	1	4	1	-5	0.3	-10
O=C(NC(c1ccc(-c2ccccc2)cc1)c1cnccn1)C1CCN(CCOc2ccc(Cl)cc2Cl)CC1 (configuration not stated)	5	-10	0	-2	-2	6	3	-1	1.1	-6
COc1ccc(CNC(=O)c2nnn(-c3cccc(C(F)(F)F)c3)c2N)cc1	-3	4	0	-1	2	6	1	-2	0.0	-4

Remaining list, next part.
molecule	LEDGF integ inh	PRMT1 FP inh	DDE Tn7 FP inh	DDE Tn6 FP inh	UHRF1 binding	MBD2 DNA inh	TDP2 inh	TCR-CD3 inh	proKLK7 act	SIAE primary
COC(=O)c1cc(C)ccc1/C=C1/Cc2c(C)cc(C)cc2C1=O	2	-2	-4	8	1	3	-3	1	0.2	5
COc1ccccc1CNC(=O)CCS(=O)(=O)c1ccc(Cl)cc1	0	2	2	0	-1	-2	-5	7	0.5	-12
CCN(CC)c1ccc(S(=O)(=O)N2CCOCC2)cc1NC(=O)COC(=O)C1=COCCO1	2	-2	-3	4	1	3	10	-1	-0.9	-1
Cc1cc(S(=O)(=O)n2cnc3cc([N+](=O)[O-])ccc32)ccc1Cl	-1	3	4	0	2	-1	7	0	0.4	-4
CCCn1c(CN2CCN(C(=O)OCC)CC2)nc2cc([N+](=O)[O-])ccc21	-2	2	0	3	4	1	-8	-12	0.6	-5
COc1cccc(C2CC(=O)Nc3cc(OC)c(OC)c(OC)c32)c1OC (configuration not stated)	1	1	-2	-3	0	-6	-2	2	0.1	2
COc1ccc(Cc2c(-c3ccc(C)cc3)nc3ccc(Cl)cn23)c(C)c1	0	-3	5	1	7	0	2	10	0.1	3
COc1ccc(NC(=O)CCC(=O)Nc2nnc(C(C)C)s2)cc1Cl	0	-3	-4	3	-3	-3	15	3	1.1	1
CC1=NCCN1CCNC(=O)Nc1ccc(F)cc1	-3	3	3	4	2	1	-8	-6	-0.9	-4
O=C(O)c1ccccc1-c1ccccc1C(=O)NCc1ccco1	0	-1	0	-3	3	-2	-2	1	-1.0	0
Cc1cnc(NC(=O)CSc2nc3ccccc3s2)s1	-3	2	0	5	0	2	-1	2	0.2	-5
CCCC(=O)N1CCCC1(C)C(=O)Nc1cc(OC)ccc1OC (configuration not stated)	0	-2	1	6	-2	-3	6	-5	-0.7	-10
O=c1c2ccc(Cl)cc2[nH]c(=S)n1Cc1cccnc1	2	-2	-4	0	0	2	7	6	0.0	-22
Cn1c(N/N=C/c2c[nH]c3ccccc23)nc2ccccc21	-2	-1	-2	-3	-14	-8	-10	2	-2.4	11
C=CCn1c(C(C)NC(=O)c2cccs2)n[nH]c1=S (configuration not stated)	0	1	1	-10	6	8	-2	-3	-0.7	-2
Cc1ccccc1CCNC(=O)c1cc(C2CC2)nc2c1cnn2C(C)C	2	-2	3	-7	-4	-1	-1	-3	-0.3	12
Cc1cccc(N2CCC(N=CN(C)C)=N2)c1	-2	2	-1	2	0	-3	-17	3	0.5	3

LEDGF integ inh, entries above that show a hit.
molecule	LEDGF integ inh	PRMT1 FP inh	DDE Tn7 FP inh	DDE Tn6 FP inh	UHRF1 binding	MBD2 DNA inh	TDP2 inh	TCR-CD3 inh	proKLK7 act	SIAE primary
CNC[C@H](O)c1ccc(O)c(O)c1	18*	19	-3	-3	6	1	11	13	9.1	12
O=C(CCc1n[nH]c(=O)[nH]c1=O)N/N=C/c1ccco1	15*	1	1	5	8	4	13	10	0.2	1

High-throughput results deposited in PubChem by The Scripps Research Institute Molecular Screening Center.
